Screens as filed in PubChem.
SMN2 splice up = increases expression of the SMN2 splice variant; HEK293 SMN2-luciferase splicing reporter, luminescence, 30-36 h; Potency, µM (top dose mostly 46.1 µM), without a hit: at the top dose activity change, positive = activation, usual class: activators; actives 2.8% (n = 210,000); AID 1458; note: % of control where 0% means no effect; nearly all actives have a fitted effect of over 55% in size
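HEK293 cells carry an SMN2 […]–luciferase reporter in which exon 7 inclusion puts luciferase in frame. Cells were plated 10-12 h before compound addition, then incubated 30-36 h at 37C. ONE-Glo luminescence was read; sodium butyrate at 4.5 mM final served as control.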
aGlu spleen mod = inhibits or activates alpha-glucosidase in human spleen homogenate. actives 0.006% (n = 240,000). P10253. Potency, µM (top dose mostly 79.9 µM), inactives show top-dose activity change, negative = inhibition, actives largely listed as inhibitors. AID 2112. human spleen homogenate, 4-MU-alpha-glucoside fluorescence;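 note: 0% = enzyme with vehicle and -100% = no enzyme basal signal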
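Compounds were titrated against alpha-glucosidase in spleen homogenate at pH 5.0, with 1 mM 4-methylumbelliferyl substrate for 40 min at 37 C. Reactions were quenched with pH 10 NaOH/glycine and fluorescence measured.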
ALDH1A1 block = blocks purified human ALDH1A1 activity; AID 1030; Potency, µM (top dose mostly 75.3 µM), for the others: at the highest dose activity, negative = inhibition, usual class: inhibitors; P00352; actives 7.3% (n = 220,000); Purified ALDH1A1, NADH fluorescence, propionaldehyde substrate; active = well fitted inhibition curve with a large enough effect, not every such curve was filed as active; inconclusive = small, poorly fitted or top-dose-only effect, or another doubt; inactive = no such curve, though single readings can be large or run the other way;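 note: plate controls were no enzyme wells and a reference inhibitor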
GLA spleen mod = inhibitors or activators of human alpha-galactosidase in spleen homogenate. P06280. human spleen homogenate, 4MU-alpha-Gal fluorescence, 40 min. Potency, µM (top dose mostly 80 µM), without a hit: at the highest dose activity change, negative = inhibition, hits mostly inhibitors. actives 0.008% (n = 240,000). AID 2107;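 note: 0% = enzyme with vehicle and -100% = no enzyme basal signal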
Target sequence (P06280 32-429 limits assumed): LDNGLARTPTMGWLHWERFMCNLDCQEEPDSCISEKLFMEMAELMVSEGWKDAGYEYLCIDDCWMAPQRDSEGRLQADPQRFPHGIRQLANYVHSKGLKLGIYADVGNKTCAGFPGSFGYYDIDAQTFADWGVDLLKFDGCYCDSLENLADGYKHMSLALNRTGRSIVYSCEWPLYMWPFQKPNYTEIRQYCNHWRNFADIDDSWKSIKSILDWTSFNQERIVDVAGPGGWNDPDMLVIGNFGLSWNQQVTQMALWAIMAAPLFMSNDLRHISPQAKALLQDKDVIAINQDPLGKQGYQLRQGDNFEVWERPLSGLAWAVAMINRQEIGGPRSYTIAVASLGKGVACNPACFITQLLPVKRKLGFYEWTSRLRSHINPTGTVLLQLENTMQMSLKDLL
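qHTS titration in buffer at pH 5.0. Alpha-galactosidase activity in spleen homogenate was measured via 4-methylumbelliferone release from 1 mM fluorogenic substrate after 40 min at 37C and a pH 10 stop. AC50 came from Hill fits of control-normalized data.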
GAA glycogen mod = alters human alpha-glucosidase cleavage of glycogen. P10253. recombinant GAA, glycogen substrate, Amplex Red glucose oxidase fluorescence. Potency, µM (titrated, usually from 76.4 µM), without a hit: at the top dose activity change, negative = inhibition, hits mostly inhibitors. actives 0.38% (n = 300,000);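 note: 0% = full enzyme reaction and -100% = no-enzyme basal signal; the screen sought inhibitors and activators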
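Recombinant human alpha-glucosidase (4 nM final) hydrolysed bovine liver glycogen (30 ug) for 40 min at 37 C in pH 5.0 citrate/phosphate with 0.01% Tween-20. Released glucose detected by glucose oxidase/Amplex Red, Ex 573/Em 610 nm. Compounds up to 77 uM; AC50 from Hill fits.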
GAA inh = blocks human lysosomal alpha-glucosidase | P10253 | purified human GAA, 4-MU-alpha-glucoside fluorescence | Potency, µM (titrated, usually from 76.9 µM), for the others: top-dose activity change, negative = inhibition, usual class: inhibitors | actives 0.005% (n = 200,000) | AID 1466;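 note: plate controls were uninhibited enzyme wells for no effect and no-enzyme background for full effect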
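Fluorescence at Ex 365/Em 440 nm from 4-methylumbelliferone reported enzyme activity after 20 min at room temperature. Reactions used 4 nM enzyme and 400 uM substrate at pH 5.0; curves fitted with the Hill equation.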
KDM4E inh = JMJD2E (human) inhibition; B2RXH2; JMJD2E catalytic domain, FDH-coupled NADH fluorescence (FDH is formaldehyde dehydrogenase); Potency, µM (highest dose often 57.1 µM), for the others: at the highest dose activity change, negative = inhibition, most hits filed as inhibitors; actives 1.6% (n = 230,000); AID 2147; active = well fitted inhibition curve with a large enough effect, not every such curve was filed as active; inconclusive = small, poorly fitted or top-dose-only effect, or another doubt; inactive = no such curve, though single readings can be large or run the other way;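 note: 0% = wells with enzyme and -100% = buffer wells without enzyme; nearly all actives have a fitted effect of over 50% in size; many of its hits are not listed in these tables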
Target sequence (B2RXH2 1-337 limits assumed): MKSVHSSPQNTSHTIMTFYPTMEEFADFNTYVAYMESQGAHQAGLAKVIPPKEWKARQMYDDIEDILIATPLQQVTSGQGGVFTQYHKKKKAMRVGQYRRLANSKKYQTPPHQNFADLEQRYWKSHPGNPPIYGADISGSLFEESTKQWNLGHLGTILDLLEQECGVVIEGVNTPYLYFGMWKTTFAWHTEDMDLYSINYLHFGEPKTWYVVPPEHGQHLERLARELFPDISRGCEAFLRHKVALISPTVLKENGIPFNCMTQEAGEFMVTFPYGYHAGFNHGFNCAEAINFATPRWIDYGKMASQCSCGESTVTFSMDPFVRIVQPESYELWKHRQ
RGS12 GoLoco inh = inhibitors of human Gai1-RGS12 GoLoco interaction (red fluorophore); AID 880; actives 0.44% (n = 230,000); Gai1:RGS12 GoLoco peptide FP, rhodamine, 10 min; P63096; Potency, µM (series often up to 61.6 µM), without a hit: at the highest dose activity, negative = inhibition, most hits filed as inhibitors; active = well fitted inhibition curve with a large enough effect, not every such curve was filed as active; inactive = no such curve, though single readings can be large or run the other way; note: % is set by controls: 0 for no effect and ±100 for the full control effect; nearly all actives have a fitted effect of over 30% in size; many of its hits are not listed in these tables
Target sequence (P63096 whole entry, looked up): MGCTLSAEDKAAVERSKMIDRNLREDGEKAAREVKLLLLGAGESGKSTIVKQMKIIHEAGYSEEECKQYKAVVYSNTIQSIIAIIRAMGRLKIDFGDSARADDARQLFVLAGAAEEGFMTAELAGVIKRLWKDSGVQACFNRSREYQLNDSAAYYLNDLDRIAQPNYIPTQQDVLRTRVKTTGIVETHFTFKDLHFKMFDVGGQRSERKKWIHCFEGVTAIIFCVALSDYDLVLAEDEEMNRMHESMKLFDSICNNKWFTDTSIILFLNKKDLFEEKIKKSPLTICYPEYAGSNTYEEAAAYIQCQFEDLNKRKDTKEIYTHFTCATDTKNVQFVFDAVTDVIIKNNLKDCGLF
* marks the source's active call; other numbers are inactive results; ? = inconclusive; · = no result given; [ ] = dose if it differs, or a comment. Unless noted, calls come from the whole dose curve; as a rule, active = well fitted curve in the direction sought with a large enough effect; inconclusive = small, poorly fitted or top-dose-only effect, or another doubt; inactive = no such curve, though single readings can be large; an effect the other way counts as inactive or inconclusive. Potency is the fitted concentration of half-maximal effect. Only part of the results is shown, so the mix of outcomes need not match the whole.

The opening 4 entries, to show the layout:
#1 COCCCn1ccc(O)c(Cc2ccc(F)cc2)c1=O
#2 COC(=O)c1cc([N+](=O)[O-])ccc1N1CCN(Cc2ccccc2)CC1
#3 COc1ccccc1C(=O)O/N=C1/CCCc2c1ccc(OC)c2[N+](=O)[O-]
#4 CN(C)CCCn1c(=O)n(CCc2ccccc2)c(=O)c2c3c(sc21)CCCCC3
Assay by compound | 1 | 2 | 3 | 4
SMN2 splice up | -2% | -19% | 0% | ·
aGlu spleen mod | 2% | -20% | 4% | 1%
ALDH1A1 block | -10% | ? | -5% | ·
GLA spleen mod | -12% | -5% | -1% | 0%
GAA glycogen mod | -8% | 0% | 13% | -2%
GAA inh | 10% | -5% | -7% | ·
KDM4E inh | -3% | -5% | 0% | 4%
RGS12 GoLoco inh | 11% | 0% | -5% | 8%

The listing (from the top)
#1 COCCCn1ccc(O)c(Cc2ccc(F)cc2)c1=O
#2 COC(=O)c1cc([N+](=O)[O-])ccc1N1CCN(Cc2ccccc2)CC1
#3 COc1ccccc1C(=O)O/N=C1/CCCc2c1ccc(OC)c2[N+](=O)[O-]
#4 CN(C)CCCn1c(=O)n(CCc2ccccc2)c(=O)c2c3c(sc21)CCCCC3
#5 [O-]/C(=C(\C(=S)NCc1ccccc1)[n+]1ccccc1)c1ccc(Cl)cc1
#6 Cc1ccc(C(=O)c2nocc2C(=O)c2cccs2)cc1
#7 COc1ccc(C(=O)N2CC(=O)Nc3ccccc32)cc1S(=O)(=O)N1CCCC1
#8 Cc1cc(C(=O)COc2ccc(F)cc2Br)c(C)n1C
#9 CCn1cc(C(=O)N2CCc3ccccc32)c(=O)c2cc(S(=O)(=O)N3CC(C)CC(C)C3)ccc21 (stereo not given)
#10 O=C(CN1CCN(S(=O)(=O)c2ccc3ccccc3c2)CC1)Nc1ccc(N2CCOCC2)cc1
Assay by compound | 1 | 2 | 3 | 4 | 5 | 6 | 7 | 8 | 9 | 10
SMN2 splice up | -2% | -19% | 0% | · | -9% | 0% | 25% | 13% | -6% | ·
aGlu spleen mod | 2% | -20% | 4% | 1% | -3% | 13% | 0% | 1% | 2% | -24%
ALDH1A1 block | -10% | ? | -5% | · | 8.9µM* | 3.2µM* | ? | -8% | 8% | -4%
GLA spleen mod | -12% | -5% | -1% | 0% | 2% | 14% | -1% | 2% | -2% | -3%
GAA glycogen mod | -8% | 0% | 13% | -2% | 4% | -26% | -2% | -1% | 4% | -2%
GAA inh | 10% | -5% | -7% | · | -5% | 3% | -1% | -3% | -4% | -13%
KDM4E inh | -3% | -5% | 0% | 4% | -12% | ? | 1% | 2% | -18% | -2%
RGS12 GoLoco inh | 11% | 0% | -5% | 8% | 28% | -1% | -4% | -3% | 8% | ·

#11 O=C(COc1ccccc1)NNc1nc2ccccc2s1
#12 O=C(COC(=O)CCCc1nc2ccccc2s1)Nc1ncc(Cl)cc1Cl
#13 S=C(NCc1cccnc1)NCc1cccnc1
#14 COc1cc2c(cc1OC)/C(=C/c1ccc(Br)cc1)C(=O)OC2
#15 O=C(O)CN1C(=O)C2C3CC(C2C1=O)C1C(c2ccc(F)cc2)c2sc(=O)[nH]c2SC31 (stereo not given)
#16 COc1cc(/C=C/C(=O)OCC(=O)Nc2c(C)n(C)n(-c3ccccc3)c2=O)ccc1OCC#N
#17 O=C(N/N=C\c1cccc(Cl)c1)c1ccc(Cn2cc(Br)c([N+](=O)[O-])n2)o1
#18 COc1ccc(CCNC(=O)COc2ccc(S(=O)(=O)N3CCOCC3)cc2)cc1
#19 CCCc1cc(=O)oc2cc(Oc3ncccn3)ccc12
#20 CC(/C=N/NC(=O)c1cc(-c2ccncc2)nc2ccccc12)=C\c1ccco1
Assay by compound | 11 | 12 | 13 | 14 | 15 | 16 | 17 | 18 | 19 | 20
SMN2 splice up | · | 13% | · | -9% | -6% | 15% | -35%[inhibitor] | -4% | 10% | -18%
aGlu spleen mod | 11% | -12% | 1% | -2% | 7% | -2% | -6% | 1% | 1% | 1%
ALDH1A1 block | · | -6% | 17% | 2% | ? | ? | -5% | -1% | ? | ?
GLA spleen mod | 10% | 17% | -22% | 0% | 5% | 2% | -8% | 2% | 8% | 13%
GAA glycogen mod | ? | -10% | -1% | 0% | -3% | -2% | 8% | -7% | 1% | -26%
GAA inh | · | 10% | -4% | -4% | 3% | -8% | -3% | -8% | ? | -5%
KDM4E inh | 2% | 0% | -14% | -7% | -7% | ? | 8% | 3% | ? | -5%
RGS12 GoLoco inh | 21% | 11% | 1% | -10% | 4% | 8% | -18% | -2% | 1% | -5%

#21 O=C(N/N=C/C=C\c1ccccc1[N+](=O)[O-])c1cc(-c2ccc3ccccc3c2)n[nH]1
#22 COc1ccc2occ(C(=O)c3coc4ccc(O)c(CN(C)C)c34)c2c1
#23 Cc1ccccc1CSc1nsc(N)n1
#24 CC1(C)NC(=O)N(CC(O)COc2ccc(-c3ccccc3)cc2)C1=O (stereo not given)
#25 Cc1cccc2sc(NC(=O)CCn3cccc3)nc12
#26 CCOc1ccc(NC(=O)NCCCSC2CCCCC2)cc1
#27 CCOC(=O)c1cnc(-n2nc(C)cc2C)nc1N1CCOCC1
#28 CCOC(=O)N1CCN(c2cc(N(C)CCO)c([N+](=O)[O-])c3nonc23)CC1
#29 COc1ccc(-c2[nH]ncc2CN2CCN(c3ccccn3)CC2)c(OC)c1
#30 S=c1nc(-c2ccccc2)c(-c2ccccc2)n[nH]1
Assay by compound | 21 | 22 | 23 | 24 | 25 | 26 | 27 | 28 | 29 | 30
SMN2 splice up | -22% | -2% | -2% | -13% | -17% | -9% | -2% | -6% | · | ·
aGlu spleen mod | -7% | -7% | -24% | -1% | -4% | -4% | -1% | -7% | -7% | -1%
ALDH1A1 block | -5% | 3% | 6% | -1% | -14% | ? | 1% | ? | -1% | 0.32µM*
GLA spleen mod | 2% | -1% | -6% | 10% | -10% | -1% | 3% | 6% | -14% | -2%
GAA glycogen mod | -4% | -22% | 1% | -1% | -14% | 11% | -12% | 4% | 8% | -8%
GAA inh | 3% | -10% | 1% | 0% | -9% | -25% | -4% | -14% | ? | 1%[15.4 µM]
KDM4E inh | 2% | ? | 3% | 3% | 5% | -1% | -11% | -5% | -9% | -18%
RGS12 GoLoco inh | 20% | 5% | 5% | 5% | 7% | 16% | 4% | 1% | 9% | 4%

#31 CCn1c(SCc2ccc(Cl)c(Cl)c2)nnc1C(C)NC(=O)c1ccc(OC)cc1 (stereo not given)
#32 CC(=O)c1ccc(NC(=O)Nc2ccc(Br)cc2C)cc1
#33 N#Cc1ccccc1Sc1ccccc1C(=O)OCc1nnc(-c2ccccc2)o1
#34 CCNc1ncc2nc(-c3ccc(F)cc3)c(=O)n(C[C@H]3CCCO3)c2n1
#35 O=C(NC(=S)N1CCCc2ccccc21)c1ccc(Br)cc1
#36 COc1cccc(NC(=O)C(=O)NCCc2ccc(F)cc2)c1
#37 CCOC(=O)c1[nH]c2ccc(OC)cc2c1NC(=S)N1CCN(c2cccc(Cl)c2)CC1
#38 O=C(CNS(=O)(=O)c1cccc(C(F)(F)F)c1)Nc1ccccc1F
#39 O=C(NCCCn1ccnc1)C(=O)NCc1ccc(Cl)cc1
#40 CCC(CC)NC(=O)c1ccc2c(c1)OCCO2
Assay by compound | 31 | 32 | 33 | 34 | 35 | 36 | 37 | 38 | 39 | 40
SMN2 splice up | -1% | 22% | 26% | · | · | · | -3% | -29% | -9% | ?
aGlu spleen mod | -3% | -4% | -5% | 3% | -2% | -7% | 3% | -4% | 1% | -3%
ALDH1A1 block | 0% | 10% | -4% | ? | ? | · | ? | 32µM* | 1% | 8%
GLA spleen mod | 7% | 1% | 5% | 27% | 1% | -1% | -1% | -1% | 1% | -1%
GAA glycogen mod | 0% | 4% | -1% | · | -21% | 2% | -3% | -5% | 6% | 2%
GAA inh | 5% | 14% | -2% | · | -2% | · | 9% | -1% | -3% | 5%
KDM4E inh | 2% | -1% | -6% | · | -1% | 3% | 6% | 0% | 0% | 9%
RGS12 GoLoco inh | -1% | 2% | 11% | 9% | · | 14% | -13% | -4% | 6% | 2%

#41 O=C(Nc1ccc(Br)cc1F)c1ccc2c(c1)N(Cc1ccccc1)C(=O)CS2=O (stereo not given)
#42 Cn1c(N2C(=O)CC(Cc3ccccc3)C2=O)nc2ccccc21 (stereo not given)
#43 O=C(CN1C(=O)c2cccc3cccc1c23)NCc1cccnc1
#44 O=C(Nc1ccc(Br)cc1)c1cccc(N2C(=O)C3C4CCC(C4)C3C2=O)c1 (stereo not given)
#45 CCNC(=O)C1CC(=O)OC12CCCCC2 (stereo not given)
#46 COc1ccccc1NC(=O)C1=C(C)Nc2nc(-c3cccs3)nn2C1c1cccc(O)c1 (stereo not given)
#47 C=C(C)C(=O)N1CC2(CC(c3cccc(NC(=O)CC(c4ccccc4)c4ccccc4)c3)=NO2)C[C@H]1C(N)=O (stereo not given in full)
#48 CCOc1ccc(C2C=C(c3ccc(C)cc3)Nc3ncnn32)cc1 (stereo not given)
#49 O=C(CSc1n[nH]c(=O)n1Cc1ccco1)Nc1ccccc1
#50 CC(=O)OC1CC2C(C)(C)C(=O)C=C[C@]2(C)C2CC[C@@]3(C)C(c4ccoc4)OC(=O)C4O[C@@]43[C@]12C (stereo not given in full)
Assay by compound | 41 | 42 | 43 | 44 | 45 | 46 | 47 | 48 | 49 | 50
SMN2 splice up | 14% | 7% | -15% | -51%[inhibitor] | -7% | -4% | · | -5% | · | -54%[inhibitor]
aGlu spleen mod | 2% | -1% | -11% | 5% | -14% | 2% | 0% | 2% | 5% | 6%
ALDH1A1 block | 8% | 5% | 8% | -4% | 1% | -8% | · | ? | ? | -2%
GLA spleen mod | 2% | -11% | -14% | 8% | -4% | -2% | -2% | 14% | 3% | 18%
GAA glycogen mod | 3% | 4% | -8% | 2% | -3% | -27% | 5% | 0% | 0% | ·
GAA inh | 1% | 0% | 2% | ? | 6% | -10% | · | 12% | -17% | ·
KDM4E inh | 3% | 8% | -11% | -1% | 1% | -3% | -18% | ? | -1% | 2%
RGS12 GoLoco inh | 6% | 5% | 10% | 10% | -6% | 5% | 4% | 7% | 8% | 4%
